# High-throughput results as filed in PubChem.
# Rac1 GTP hydrolysis: MgcRacGAP GTPase-activating activity inhibitors, confirmation, biochemical, ADP Hunter fluorescence. MgcRacGAP-stimulated Rac1 GTP hydrolysis, ADP Hunter fluorescence; higher % means a stronger effect; GST-tagged Rac1 F28L mutant substrate. inhibition, % at 30 µM, or IC50 in µM where a hit was titrated. 340,000 compounds, 0.6% hits;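 active = first-screen hits whose inhibition reached a set limit at any dose in the follow-up dose series; inconclusive = inhibition above the set first-screen limit but never retested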;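 note: fluorescence reports GDP produced by GAP-driven GTP hydrolysis; strong numbers were not always called active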
# GPR35 antagonists: GPR35 antagonists blocking zaprinast-driven arrestin recruitment, primary screen, imaging, U2OS, beta-arrestin-GFP, zaprinast agonist (AID 2058); G-protein coupled receptor 35 (Homo sapiens); U2OS GPR35 beta-arrestin-GFP translocation imaging, zaprinast antagonism; higher % means a stronger effect; inhibition, % at 10 µM; hits with a dose series show IC50 in µM; 290,000 compounds, 0.052% hits;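 active = inhibition of at least 50% with at least 30 cells and total cytoplasm GFP at most 10,000,000; inconclusive = under 30 cells or total GFP of 10,000,000 plus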
# SV40 large T antigen: SV40 large T antigen inhibitors, biochemical (AID 1903). SV40 large T antigen ATPase/helicase inhibition assay; higher % means a stronger effect. one-dose inhibition, % at 20 µM; IC50 in µM for titrated hits. 310,000 compounds, 0.39% hits; in the data active = a potency from the dose series; inconclusive = inhibition mostly from about 32% at the one dose, without a potency; inactive = the rest, 99 in 100 with inhibition below about 32%; note: strong numbers were not always called active
# CSM14.1 death rescue: rescue of cells from ER stress-induced death, primary screen, 384-well, CSM14.1, thapsigargin, ATP luminescence (AID 1222); CSM14.1 thapsigargin-induced death rescue, ATP luminescence; higher % means a stronger effect; 190,000 tested, under 10 active; one-dose cellular ATP content (survival), % at 20 µM; EC50 in µM for titrated hits;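 active = EC50 below 50 µM in the dose-response confirmation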;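 note: death triggered by thapsigargin at about 15 µM added after 2 h compound pretreatment; cell ATP read after overnight thapsigargin exposure of roughly 18 to 22 hours; normalized against plate controls of thapsigargin alone and 5% DMSO vehicle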
# PhoP inhibition: inhibitors of PhoP regulon expression, primary screen, Salmonella Typhimurium, GFP reporter (AID 1863); inhibition, % at 50 µM; hits with a dose series show IC50 in µM; S. Typhimurium PhoP-regulated promoter GFP reporter, 4 h; higher % means a stronger effect; 300,000 compounds, 0.16% hits;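 active = inhibition over 29.93%, a cutoff 3 SD above the screen mean, later confirmed by dose response; inconclusive = inhibition over 29.93% but no dose response follow-up; inactive = inhibition at most 29.93% or unconfirmed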;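 note: 0% = low Mg2+ inducing control and 100% = high Mg2+ repressing control; strong numbers were not always called active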
# West Nile virus CPE: West Nile virus antiviral activity, cell-based, CPE readout (AID 1621). CPE inhibition, % at 10 µM; hits with a dose series show IC50 in µM. 290,000 compounds, 0.02% hits. West Nile virus-infected cells, CPE inhibition; higher % means a stronger effect; in the data active = a potency from the dose series; inconclusive = CPE inhibition mostly from about 3.7% at the one dose, without a potency; inactive = the rest, 99 in 100 with CPE inhibition below about 2.2%; note: strong numbers were not always called active
# LYP phosphatase: inhibitors of LYP phosphatase, biochemical, fluorescence intensity, uHTS (AID 1779) | one-dose inhibition, % at 11.5 µM; IC50 in µM for titrated hits | Tyrosine-protein phosphatase non-receptor type 22 (Homo sapiens) | 290,000 compounds, 0.054% hits | recombinant LYP phosphatase, fluorescence intensity; higher % means a stronger effect; in the data active = inhibition above about 50%;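 note: plate controls were vehicle with enzyme for no effect and no enzyme for full effect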
# RSV CPE inhibition: RSV antiviral activity via CPE protection, HEp-2 cells, primary 10 µM value included (AID 2391); HEp-2 cells, RSV-induced CPE inhibition; higher % means a stronger effect; CPE inhibition, % at 10 µM, or IC50 in µM where a hit was titrated; 310,000 compounds, 0.13% hits; in the data active = a potency from the dose series; inconclusive = CPE inhibition mostly from about 23% at the one dose, without a potency; inactive = the rest, 99 in 100 with CPE inhibition below about 21%; note: strong numbers were not always called active
# NS5 inhibitors: Dengue-2 NS5 methyltransferase inhibitors, primary screen, biochemical, confirmation dose response (AID 588689). inhibition, % at 25 µM; hits with a dose series show IC50 in µM. Dengue-2 NS5 methyltransferase capping enzyme assay, biochemical; higher % means a stronger effect. 340,000 compounds, 0.3% hits; in the data active = a potency from the dose series; inconclusive = inhibition above about 29% without an active follow-up result
# An asterisk follows results filed as active; ? = inconclusive; / = not tested or not shown.
molecule	Rac1 GTP hydrolysis	GPR35 antagonists	SV40 large T antigen	CSM14.1 death rescue	PhoP inhibition	West Nile virus CPE	LYP phosphatase	RSV CPE inhibition	NS5 inhibitors
Cc1c(Nc2nc3ccccc3nc2NS(=O)(=O)c2ccccc2)c(=O)n(-c2ccccc2)n1C	10%	-15%	3%	0.2%	7%	-0.6%	-3%	1.9%	-2%
CCCCc1c(C)nc2ccc(Br)cc2c1SCCC#N	/	-4%	10%	-3.0%	26%	-0.1%	-4%	/	/
COc1ccc(/C=N/OCC(=O)N2CCCC2)c(OC)c1	-2%	-2%	7%	1.2%	1%	-0.2%	-3%	1.2%	-1%
N#CCCC1CCCC=C1N(Cc1ccccc1)C(=O)C(Cl)Cl (centres undefined)	/	-2%	19%	/	-6%	-0.9%	-12%	1.6%	/
COc1cccc2cc(C(=O)C3=C(O)C(=O)N(CCN4CCOCC4)C3c3cccs3)oc12 (centres undefined)	7%	-4%	18%	-1.0%	-14%	0.2%	-4%	0.2%	3%
O=C(NC(=S)Nc1ccccc1)c1ccc(-c2ccccc2)cc1	14%	-13%	13%	-2.0%	-29%	0.3%	6%	4.2%	-3%
O=C(CN1CCc2ccccc2C1)N1CCN(S(=O)(=O)c2ccccc2)CC1	7%	-1%	0%	-0.9%	6%	-0.4%	-1%	-0.8%	-11%
Cc1cccn2c(=O)c3cc(C#N)c(=N)n(CCN4CCOCC4)c3nc12	-3%	10%	0%	1.4%	-7%	/	-12%	/	-4%
O=C(Cc1ccccc1)Nc1ccc2oc(-c3cccnc3)nc2c1	7%	-6%	8%	-2.4%	-2%	1.7%	-5%	1.7%	0%
O=C(CN1CCOCC1)Nc1c2c(nc3c1CCC3)CCC2	7%	5%	3%	4.7%	0%	-0.2%	-10%	1.3%	-2%
Cc1c(NC(=O)C(C)Sc2ccccc2)c(=O)n(-c2ccccc2)n1C (centres undefined)	1%	12%	7%	-0.9%	-10%	0.2%	-5%	0.8%	1%
O=C(CN(C1CCCCC1)S(=O)(=O)c1ccccc1)NCc1cccnc1	12%	-8%	8%	-0.8%	0%	-0.3%	-1%	-1.6%	-1%
COc1ccc(NC(=S)NNC(=O)c2cccs2)cc1	11%	0%	21%	-1.2%	-6%	1.3%	-7%	1.2%	-1%
Clc1ccc(/C=N/Nc2nnc(Cl)c3ccccc23)cc1	3%	2%	26%	-2.3%	-1%	0.4%	-1%	2.7%	-6%
O=C(CCc1ccccc1)N/N=C\C1CC=CCC1 (centres undefined)	8%	12%	13%	/	-3%	-0.4%	-9%	1.8%	-5%
COCC(=O)NCc1nc2ccccc2n1Cc1ccccc1F	-11%	-3%	1%	-1.6%	-5%	0.1%	-7%	1.1%	-1%
Cc1[nH]c2ccccc2c1C(O)CN1CCC2(CC1)OCCO2 (centres undefined)	4%	-8%	15%	/	-11%	-0.3%	-3%	0.3%	-1%
CC(C)c1cc(=O)[nH]c(N2CCN(Cc3ccc4c(c3)OCO4)CC2)n1	13%	0%	-9%	/	12%	-1.6%	-15%	0.2%	-2%
Cc1ccc(C)c(N(C)S(=O)(=O)c2ccc3c(c2)oc(=O)n3C)c1	6%	1%	8%	/	-7%	0.3%	-2%	2.2%	3%
Cc1ccc(C(=O)Nc2ncn[nH]2)cc1	3%	1%	12%	/	1%	-0.3%	-4%	-0.1%	-6%

# (listing goes on)
molecule	Rac1 GTP hydrolysis	GPR35 antagonists	SV40 large T antigen	CSM14.1 death rescue	PhoP inhibition	West Nile virus CPE	LYP phosphatase	RSV CPE inhibition	NS5 inhibitors
Cc1onc(-c2ccccc2Cl)c1C(=O)c1ccccc1	-4%	-3%	12%	/	-8%	-0.9%	-2%	/	2%
O=C1c2ccccc2NC2CCCCC12 (centres undefined)	8%	6%	2%	1.6%	18%	-0.9%	-7%	14%	-1%
O=C(/C=C/c1ccc(O)c(O)c1)c1ccc(S(=O)(=O)N2CCCCCC2)cc1	82µM*	6%	29%	6.1%	7%	-1.2%	12%	6.4%	8%
CN(c1ccccc1)S(=O)(=O)c1ccc(C(=O)Nc2ncccc2O)cc1	4%	/	12%	/	-5%	/	/	-1.2%	-7%
Cc1ccc(S(=O)(=O)N2CCOCC2)cc1C(=O)OCC(=O)Nc1ccc2c(c1)OCO2	4%	4%	24%	0.6%	1%	-0.3%	-2%	1.3%	-8%
COCc1nc2sc3c(c2c(=O)[nH]1)CCCC3	-7%	2%	3%	-0.9%	2%	0.1%	-4%	6.8%	-4%
CCN1CC2=C(OC(N)=C(C#N)C2c2cccs2)/C(=C\c2cccs2)C1 (centres undefined)	11%	-2%	11%	0.1%	-3%	0.2%	7%	7.4%	-8%
CCN(CC(=O)NC(=O)Nc1ccccc1F)Cc1ccccc1	6%	/	9%	/	-1%	/	/	0.0%	-7%
COc1cc(/C=C/c2c([N+](=O)[O-])c(=O)n(C)c(=O)n2C)cc(OC)c1OC	3%	-16%	4%	0.0%	-5%	0.1%	-5%	1.0%	0%
COc1cc(CC(=O)OCC(=O)Nc2ccc([N+](=O)[O-])cc2)cc(OC)c1OC	13%	4%	4%	1.2%	3%	0.3%	6%	-1.3%	2%
COc1ccc(OCCN2CCN(C3CC(=O)N(CCC(C)C)C3=O)CC2)cc1 (centres undefined)	8%	8%	13%	-2.9%	0%	0.2%	-6%	-0.3%	-5%
COc1ccc(CN2CCNC(=O)C2CC(=O)N(C)Cc2nccs2)c(OC)c1 (centres undefined)	8%	1%	7%	/	8%	-0.3%	-8%	5.8%	-5%
O=C(c1ccccc1)N1CCCCC(Sc2nnnn2-c2ccccc2)C1=O (centres undefined)	12%	1%	12%	-0.5%	7%	-0.5%	4%	0.1%	-6%
CC(C)Cc1cc(CNC(=O)C2CCC(=O)N(CCc3cccc(F)c3)C2)on1 (centres undefined)	6%	9%	6%	/	-3%	-0.7%	-10%	3.7%	-2%
Brc1c(CSc2nncn2-c2ccccc2)nc2ncccn12	0%	14%	5%	-1.0%	-1%	0.5%	-5%	1.1%	3%
CCCCCCN1C(=O)C(O)=C(C(C)=O)C1c1ccc(Cl)cc1 (centres undefined)	5%	10%	9%	-2.6%	-9%	0.4%	-5%	2.1%	/
O=C(CC1CCCCC1)NCc1ccccn1	4%	-9%	11%	-1.6%	-3%	-0.4%	1%	0.9%	-4%
Cc1nccn1CC(=O)N/N=C/c1ccc(O)c(O)c1	/	11%	?	-2.6%	-2%	-0.3%	-1%	2.2%	/
Cc1coc2c1C(=O)C(=O)c1c-2ccc2c(C)cccc12	15%	-8%	56%	/	-6%	-0.3%	2%	-4.4%	?
Cc1nc(N)sc1C(=O)NN	/	22%	8%	/	-2%	0.3%	-8%	0.5%	/

# Results in Rac1 GTP hydrolysis, LYP phosphatase and SV40 large T antigen, for 3 of the compounds above:
SMILES | Rac1 GTP hydrolysis | LYP phosphatase | SV40 large T antigen
Cc1onc(-c2ccccc2Cl)c1C(=O)c1ccccc1 | -4% | -2% | 12%
O=C1c2ccccc2NC2CCCCC12 (centres undefined) | 8% | -7% | 2%
O=C(/C=C/c1ccc(O)c(O)c1)c1ccc(S(=O)(=O)N2CCCCCC2)cc1 | 82µM* | 12% | 29%

# (next part)
molecule	Rac1 GTP hydrolysis	GPR35 antagonists	SV40 large T antigen	CSM14.1 death rescue	PhoP inhibition	West Nile virus CPE	LYP phosphatase	RSV CPE inhibition	NS5 inhibitors
CCOc1ccccc1CNS(=O)(=O)c1ccc2c(c1)C(C)(C)C(=O)N2C	12%	5%	5%	/	-2%	-0.1%	-12%	1.8%	-2%
CCNC(=O)CSc1ncnc2sccc12	7%	3%	9%	0.2%	4%	0.2%	-7%	0.1%	-3%
COc1cccc(NC(=O)C2CCCN2C(=O)NC2CCCCC2)c1 (centres undefined)	8%	-3%	4%	/	-4%	-0.2%	-4%	0.3%	-4%
O=C(Nc1ccnn1C1CCN(CCCc2ccccc2)CC1)c1ccccc1Cl	7%	-16%	0%	/	1%	-0.4%	-9%	-0.7%	1%
Cc1ccccc1NC(=S)N1CCOCC1	1%	5%	11%	-1.8%	-1%	-0.6%	-10%	0.4%	-7%
O=C(NCCc1ccccn1)c1cc(-c2ccc(Cl)cc2)nc2ccccc12	8%	2%	19%	0.3%	-4%	/	0%	7.8%	-7%
Cc1cc(C)nc(SCC(=O)Nc2nccs2)n1	5%	12%	4%	/	-1%	0.0%	-9%	1.2%	-8%
CN1C2C=C3C(C#N)=C(N)C(C#N)(C#N)[C@@H](c4ccc(Cl)cc4)[C@@H]3C1CC2 (some centres undefined)	1%	-6%	6%	0.7%	-21%	-0.3%	0%	1.8%	-6%
Cc1cc(C)nc(Nc2nc(C)c3cc4c(cc3n2)OCO4)n1	11%	2%	0%	-3.0%	1%	0.0%	-5%	-0.2%	1%
CCOC(=O)C(C#N)(Cc1cc(OC)cc(OC)c1)Cc1cc(OC)cc(OC)c1	3%	/	19%	/	/	0.1%	/	6.0%	2%
Cc1[nH]c(=S)[nH]c(=O)c1CCOc1ccccc1	10%	-12%	/	1.2%	-5%	-0.4%	0%	16%	-6%
CC(C)CN(C(=O)CC(C)c1ccccc1)c1c(N)n(Cc2ccccc2)c(=O)[nH]c1=O (centres undefined)	4%	/	11%	/	0%	/	/	-0.3%	2%
S=C(NCc1cccs1)NCC1CCCO1 (centres undefined)	-6%	25%	21%	-1.5%	9%	0.1%	-6%	/	0%
Cc1cc(C)cc(N(CC(=O)NC2CC3CCC2C3)S(C)(=O)=O)c1 (centres undefined)	6%	-12%	2%	-0.9%	-2%	-0.8%	-5%	1.5%	-10%
O=C(NC1CC1)C1=C[C@H](c2coc3ccccc3c2=O)C[C@H](OCCCCO)O1	5%	/	8%	/	9%	-0.1%	/	-0.5%	-2%
COc1ccc(CCN2C(=O)CS/C2=N\NC(=O)c2ccc(C(C)(C)C)cc2)cc1OC	6%	-4%	23%	-2.4%	1%	-0.7%	-7%	4.9%	-7%
CC1(C)CC(NC(=O)CC(c2ccccc2)c2ccccc2)CC(C)(C)N1	4%	21%	-2%	1.0%	3%	0.0%	-2%	0.7%	-10%
COC(=O)[C@H]1[C@@H](C)N(Cc2ccccc2)C(=O)N[C@H]1c1cccc(C(F)(F)F)c1	7%	/	20%	/	-5%	-0.5%	/	1.4%	-10%
CC12COC3(C(=O)Nc4ccc([N+](=O)[O-])cc4)CC1CCC32C (centres undefined)	6%	7%	10%	-2.1%	-5%	-1.4%	-4%	4.1%	6%
